Source: PubChem (National Center for Advancing Translational Sciences (NCATS))
VP16 counter: Gal4-VP16 reporter inhibition counter-screen; actives 3.5% (n = 310,000); AID 2546; Drosophila S2 Gal4-VP16 UAS-luciferase, luminescence, 20 h; Potency, µM (top dose mostly 53.6 µM), without a hit: top-dose activity, negative = inhibition, hits mostly inhibitors;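 note: Gal4-VP16 expression switched on by copper sulfate through the metallothionein promoter; nearly all actives have a fitted effect of over 50% in size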
RORgamma inh: ROR gamma (mouse) transcription inhibition. Drosophila S2 Gal4-RORgamma UAS-luciferase reporter, 20 h. P51450. Potency, µM (series often up to 53.6 µM), inactives show top-dose activity change, negative = inhibition, most hits filed as inhibitors. actives 5.4% (n = 310,000); note: nearly all actives have a fitted effect of over 60% in size
Target sequence (P51450 whole entry, looked up, the tested form may be a part): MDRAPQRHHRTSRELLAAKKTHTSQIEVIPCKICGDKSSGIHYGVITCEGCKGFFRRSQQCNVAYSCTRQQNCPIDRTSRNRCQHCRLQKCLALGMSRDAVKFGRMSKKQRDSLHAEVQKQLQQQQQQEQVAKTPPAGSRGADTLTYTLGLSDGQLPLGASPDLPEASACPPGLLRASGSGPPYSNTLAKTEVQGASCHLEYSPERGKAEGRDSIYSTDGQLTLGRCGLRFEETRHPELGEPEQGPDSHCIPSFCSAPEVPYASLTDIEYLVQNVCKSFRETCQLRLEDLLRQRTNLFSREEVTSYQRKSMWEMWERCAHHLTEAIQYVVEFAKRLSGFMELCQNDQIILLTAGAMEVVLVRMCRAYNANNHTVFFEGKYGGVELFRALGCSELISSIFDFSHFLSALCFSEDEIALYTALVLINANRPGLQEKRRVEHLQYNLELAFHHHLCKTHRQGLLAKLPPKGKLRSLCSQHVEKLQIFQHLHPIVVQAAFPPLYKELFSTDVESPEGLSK
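Drosophila S2 cells stably expressing Gal4-DBD/mouse RORγ fusion under metallothionein promoter plus UAS-luciferase; compound 1 h, then 700 uM CuSO4 induction for 20 h at ambient temperature; inhibition read as reduced luminescence.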
Starred values were filed as active, the others as inactive; ? = inconclusive; & = joins results of further samples; [ ] = remark or other dose. Calls come from the whole dose curve; as a rule, active = well fitted curve in the direction sought with a large enough effect; inconclusive = small, poorly fitted or top-dose-only effect, or another doubt; inactive = no such curve, though single readings can be large; an effect the other way counts as inactive or inconclusive. % is set by controls: 0 for no effect and ±100 for the full control effect; potency is the fitted concentration of half-maximal effect. A portion of the library, so the mix of outcomes need not match the whole.

SMILES	VP16 counter	RORgamma inh
O=C1c2c(O)cc(O)cc2O[C@H](c2ccc(O)c(O)c2)C1O (stereo partly drawn)	-3%	-2%
N#Cc1ccc(CN2CCCC3(CCN(C(=O)c4ccco4)CC3)C2)cc1	-6%	-3%
C[C@H]1C[C@@H]2[C@@H]([C@@H](O)C[C@@]3(C)[C@H]2CC[C@]3(O)C(=O)CO)[C@@]2(C)C=CC(=O)C=C12	-5%[17 µM]	-15%[2.98 µM]
O=c1c(-c2cc(F)cc(F)c2)nc2cncnc2n1Cc1ccccc1Cl	-3%	17%
Cn1c(=O)c(CCc2ccccc2)nc2cnc(OCc3ccccc3)nc21	10%	-1%
CCC[C@@H]1C[C@@]1(CCC)C(NS(=O)(=O)c1cccc2cccnc12)c1ccc(Cl)cc1 (stereo partly drawn)	2%	5%
COc1ncc2nc(CCc3ccccc3)c(=O)n(CCc3ccccc3)c2n1	6%	0%
CCOCCOC(=O)C(C)Oc1ccc(Oc2ncc(C(F)(F)F)cc2Cl)cc1 (stereo not drawn)	-9%	?
COc1ccc(NC(=O)N2CC[C@@]3(CCCN(C(=O)c4cccn4C)C3)C2)cc1	-7%	8%
N#Cc1cccc(NC(=O)N2CCCC3(CCN(C(=O)c4cccc(F)c4)CC3)C2)c1	-11%	-17%
CCc1cccc2c3c([nH]c12)[C@@](CC)(CC(=O)O)OCC3	-1%[17 µM]	-15%[16.9 µM]
CCCCNc1nc(C)nc2c1nc(-c1ccccc1)n2C(C)CCCN(CC)CC (stereo not drawn)	-13%	-27%
N[C@@H](CCCCNC(=O)CCCC[C@@H]1SC[C@H]2NC(=O)N[C@H]12)C(=O)O	-7%	9%
Cc1ccc(S(=O)(=O)N[C@H]2COC(=O)CC=C[C@@H](C)[C@H]3C=C[C@H](O)[C@@H](COC(=O)CC=C[C@H]2C)O3)cc1	9%&18%[10 µM]	4%&-22%[10 µM]
O=C(O)CCC(=O)O	-6%	5%
O=C(c1csnn1)N1CCC2(CCCN(Cc3ccccc3)C2)CC1	-7%	1%
COc1ccc(-c2ccc(OC)c(C3C4C=CCCC4(C)C(=O)N3Cc3ccccc3)c2)cc1 (stereo not drawn)	6%	-13%
O=c1c(-c2cc(F)cc(F)c2)nc2cnc(N3CCOCC3)nc2n1-c1ccccc1	4%	-5%
C[C@H]1CC[C@H](C(=O)O)N[C@@H]1c1ccc(C#Cc2ccccc2)cc1	-24%[10 µM]	-3%[10 µM]
COc1ccc(NC(=O)N2CC[C@@]3(CCCN(C(=O)c4cnccn4)C3)C2)cc1	2%	-16%
Cc1cnc(CNc2ccnc(-c3cccc(C#N)c3)n2)cn1	5%	15%
C=C[C@H](C)[C@](C)(O)c1ccccc1	2%	1%
NCC1O[C@@H](O[C@@H]2C(O)[C@H](O[C@H]3OC(CO)C(O)C(N)C3O)[C@@H](N)C[C@H]2N)C(N)C(O)C1O (stereo partly drawn)	2%	1%
C=C1C2CC[C@@]3(C)C(c4ccoc4)OC(=O)C[C@@]13OC1CC(=O)C(C)(C)C(C(O)C(=O)OC)[C@]12C (stereo partly drawn)	-4%	0%
Cc1nc2cnc(N(C)C)nc2n(CCc2ccccc2)c1=O	-3%	24%
O=c1c(-c2ccc(F)c(F)c2)nc2cncnc2n1-c1ccccc1	-7%	-12%
CC(=O)Nc1ccc(SCC(c2ccccc2)N2CCN(C)CCC2=O)cc1 (stereo not drawn)	2%	-19%
COC(=O)C1C[C@@H]2C3=C(C(=O)[C@@](C)(NC(=O)c4ccccc4)C3[C@H](C(=O)OC)C1)[C@H](C)n1c(=O)n(-c3ccccc3)c(=O)n12 (stereo partly drawn)	3%	23%
c1ccc(COCc2ccccc2)cc1	-2%	1%
COCCn1c(=O)c(-c2cn(C)c3ccccc23)nc2cnc(Oc3ccccc3)nc21	-12%	18%
COC(=O)N1CCC2(CCCN(c3ccc(-c4ccccc4)cc3)C2)CC1	4%	6%
CN(C)c1ccc(-c2cc(Nc3ccc(F)cc3)ncn2)cc1	?	5%
O=C(NC(NC(=S)Nc1ccc(F)c([N+](=O)[O-])c1)C(Cl)(Cl)Cl)C(c1ccccc1)c1ccccc1 (stereo not drawn)	5µM*	4µM*
C=CCC(C)(O)CCc1ccccc1 (stereo not drawn)	-3%	-16%
O=S(=O)(O)c1ccccc1	-4%	24%
COCCNC(=O)C1(C(F)(F)F)C/C(=C/CCO)CCCO1 (stereo not drawn)	-25%	0%
O=c1c(-c2ccc(O)cc2)coc2cc(O[C@@H]3O[C@H](CO)[C@H](O)[C@H](O)[C@H]3O)ccc12	29%	8%
O=c1c(CCc2ccccc2)nc2cncnc2n1Cc1ccccc1	7%	-19%
COc1ccccc1CNc1cc(-c2ccccc2C)ncn1	-3%	-2%
COc1ncc2nc(-c3cccs3)c(=O)n(Cc3cccs3)c2n1	2%	-18%
CC1COC2=C1C(=O)C(=O)c1c2ccc2c1CCCC2(C)C (stereo not drawn)	-10%&21%	-10%&-10%
CCC(=O)Nc1ccc(O)cc1	-4%	-4%
CCNc1ncc2nc(C)c(=O)n(CCC#N)c2n1	5%	21%
Cc1cc2c(c(C)c1Cl)C(c1ccc3c(c1)OCO3)CC(c1ccccc1)O2 (stereo not drawn)	5%&5%	2%&-11%
COc1cccc(Cn2c(=O)c(-c3cccc(C#N)c3)nc3cnc(N4CCN(C)CC4)nc32)c1	-13%	-7%
CN(C)c1ccc(-c2nc(-n3ccnc3)c3ccccc3n2)cc1	?	?
O=C(Nc1cccc(F)c1)N1CC[C@@]2(CCCN(C(=O)c3ccco3)C2)C1	6%	-3%
CC(=O)OCC1OC(C#Cc2ccc(Cl)cc2)C=CC1OC(C)=O (stereo not drawn)	-15%&4%[10 µM]	1%&2%[10 µM]
COc1cc(C(CCN2CCCC2)c2c(OC)cc(OC)c3c2OC(=O)CC3c2ccc(N(C)C)cc2)cc(OC)c1OC (stereo not drawn)	0%	12%
CC1(C)O[C@@H]2[C@@H](O1)C(c1ccccc1)(c1ccccc1)OP(=O)(O)OC2(c1ccccc1)c1ccccc1	2%	1%
CC1(COc2ccc(CC3SC(=O)NC3=O)cc2)CCCCC1 (stereo not drawn)	?	?
OC[C@H]1O[C@H](n2cnc3c(NC4CCCC4)nc(Cl)nc32)[C@@H](O)[C@@H]1O	-10%	22%
O=c1cc(-c2cccc(O)c2O)oc2ccccc12	-15%	-36%
CCC1(CC)C(=O)C2=C3C1[C@H](C(=O)OC)CC(C(=O)OC)C[C@H]3[C@H]1C(=O)N(C)C(=O)[C@H]1[C@H]2C (stereo partly drawn)	4%	-15%
COC(=O)C1=C(C)N(Cc2ccccc2)C2=C(C(C)=O)C[C@@](O)(C(=O)OC)C(=O)N2C1c1ccccc1 (stereo partly drawn)	6%&-4%[10 µM]	5%&-5%[10 µM]
CCCCC[C@H](O)/C=C/C=C\C=C\[C@@H](O)C/C=C\CCCC(=O)O	-10%	7%
CC[C@@H]1OC(=O)[C@H](C)[C@H](O[C@@H]2C[C@](C)(OC)[C@H](O)[C@H](C)O2)[C@H](C)[C@H](O[C@@H]2O[C@@H](C)C[C@@H](N(C)C)[C@@H]2O)[C@](C)(O)C[C@H](C)C(=O)[C@H](C)[C@H](O)[C@]1(C)O	-5%[17 µM]	4%[16.9 µM]
O=C(c1cnccn1)N1CCC2(CC1)CCN(c1ccccc1)CC2	-4%	22%
CCCCOCCOCCOCc1cc2c(cc1CCC)OCO2	-9%&10%	6%[10 µM]
CN(C)c1ccc(-c2cncnc2NCc2ccccc2)cc1	-8%	?

Following part.
SMILES	VP16 counter	RORgamma inh
CC(=O)OC1CC(OC(C)=O)[C@]2(C)C(CC(=O)[C@]3(C)C2CC[C@@]2(C)C(c4ccoc4)OC(=O)C4O[C@@]423)C1(C)C (stereo partly drawn)	24%	5%
Nc1nc(=O)n([C@@H]2CS[C@H](CO)O2)cc1F	-6%	-7%[10 µM]
CCC(C(N)=O)c1ccccc1 (stereo not drawn)	6%	17%
CCC/C=C(\CCC)C(NC(=O)c1ccc(C(F)(F)F)cc1)c1ccccc1 (stereo not drawn)	?	-4%
Cc1noc(C)c1-c1cc(NCCN2CCOCC2)ncn1	?	0%
COC(=O)c1cccc(C23CC4(C2)[C@H](CN(CC2CCCCC2)[C@@H]4c2ccccc2)C3c2ccc(Cl)nc2)c1 (stereo partly drawn)	-12%	8%
OC[C@H]1OC(O)[C@H](O)[C@@H](O)[C@@H]1O (stereo partly drawn)	0%	26%
CS(=O)(=O)N1CCC2(CC1)CN(C(=O)Nc1cccc(C#N)c1)C2	-15%	3%
C/C=C/c1ccc(OC(C)[C@@H](O)c2ccc(O)c(OC)c2)c(OC)c1 (stereo partly drawn)	-8%	36%
CCC(C(=O)O)c1ccccc1 (stereo not drawn)	2%	11%
CCCCC[C@H](O)/C=C/[C@H]1OC(O)C[C@H](O)[C@@H]1C/C=C\CC(=O)O (stereo partly drawn)	0%	9%
COc1ccc(-c2nc3cnc(N4CCNCC4)nc3n(CCC#N)c2=O)cc1	?	?
Cc1noc(C)c1-c1nccc(NC2CC2)n1	1%	-6%
COc1cccc([C@@H]2Oc3ccc(Br)cc3C[C@H]2OC(=O)NCCc2ccc(OC)c(OC)c2)c1	5%	?
CC1CC[C@@]23CCC4(C)[C@@]5(C)CCC6C(C)(C)C(O)CC[C@@]6(C)C5C=C[C@@]4(OC2=O)C3C1C (stereo partly drawn)	-4%	?
COc1cc2c(cc1OC)[C@@H](Cc1cc(OC)c(OC)c(OC)c1)[N+](C)(CCCOC(=O)CC/C=C/CCC(=O)OCCC[N+]1(C)CCc3cc(OC)c(OC)cc3[C@H]1Cc1cc(OC)c(OC)c(OC)c1)CC2 (stereo partly drawn)	-11%	-5%
COC(=O)NC(c1ccc2ccccc2c1)C(C(C)=O)C(=O)OC (stereo not drawn)	-7%[10 µM]	-9%[10 µM]
CN1CC[C@@]23c4ccccc4N[C@H]1[C@]21CCN(C)[C@@H]3Nc2ccccc21	2%[17 µM]	30%[16.9 µM]
CNc1ncncc1-c1ccccc1OC	1%	-1%
CN(C)c1ncc2ncc(=O)n(CCc3ccccc3)c2n1	-16%	-3%
COC(=O)C/C=C\[C@@H](C)[C@@H](/C=N\OC[C@@H](C)[C@H](OCc1ccccc1)C(C)C)OC	-10%[10 µM]	20%[10 µM]
c1nc(N2CCOCC2)c2cc(-c3ccoc3)ccc2n1	-5%	-11%
COc1ccc2c(c1)O[C@@H]1c3ccc(OC)cc3OCC21 (stereo partly drawn)	-2%	25%
CN(C)C(=O)c1ccc(-c2ccc3ncnc(Nc4ccccc4)c3c2)cc1	3%	-28%
COc1ccccc1CNc1ncnc2ccc(-c3cccnc3)cc12	-4%	?
CC(=O)O[C@@H](C)C#C[Si](C)(C)c1ccccc1	0%	?
O=C(c1cnccn1)N1CCC2(CCCN(Cc3nccs3)C2)CC1	11%	4%
CCOC(=O)CCN1C(=O)[C@H]2[C@H]3[C@H](O)[C@H](O)C/C(=N/OC[C@@H](O)COCc4ccco4)[C@H]3CC[C@@H]2C1=O	4%[10 µM]	4%[10 µM]
CCc1cc2c(nc1CC)CCN(CC/C(C)=N/O[C@@H](C)CN1CCCCc3nc(C)c(C)cc31)C2	4%[10 µM]	-1%[10 µM]
CC(C)=NOC[C@@H](C)[C@H](OCc1ccccc1)C(C)C	1%[10 µM]	17%[10 µM]
COc1ccc2[nH]cc(CCNc3cc(-c4cccnc4)ncn3)c2c1	-7%	0%
COC(=O)N1CCC2(CCN(C(=O)Nc3cccc(C#N)c3)CC2)CC1	-3%	2%
CC1CC[C@@]2(C(=O)O)CCC3(C)C(=CCC4[C@]5(C)CC(O)C(O)[C@](C)(CO)C5C(O)C[C@@]43C)C2C1C (stereo partly drawn)	-14%	-14%

No new results follow: an excerpt of the list.
SMILES	VP16 counter	RORgamma inh
COc1cc2c(cc1OC)[C@@H](Cc1cc(OC)c(OC)c(OC)c1)[N+](C)(CCCOC(=O)CC/C=C/CCC(=O)OCCC[N+]1(C)CCc3cc(OC)c(OC)cc3[C@H]1Cc1cc(OC)c(OC)c(OC)c1)CC2 (stereo partly drawn)	-11%	-5%
COC(=O)NC(c1ccc2ccccc2c1)C(C(C)=O)C(=O)OC (stereo not drawn)	-7%[10 µM]	-9%[10 µM]
CN1CC[C@@]23c4ccccc4N[C@H]1[C@]21CCN(C)[C@@H]3Nc2ccccc21	2%[17 µM]	30%[16.9 µM]
CNc1ncncc1-c1ccccc1OC	1%	-1%
CN(C)c1ncc2ncc(=O)n(CCc3ccccc3)c2n1	-16%	-3%
COC(=O)C/C=C\[C@@H](C)[C@@H](/C=N\OC[C@@H](C)[C@H](OCc1ccccc1)C(C)C)OC	-10%[10 µM]	20%[10 µM]
c1nc(N2CCOCC2)c2cc(-c3ccoc3)ccc2n1	-5%	-11%
COc1ccc2c(c1)O[C@@H]1c3ccc(OC)cc3OCC21 (stereo partly drawn)	-2%	25%
CN(C)C(=O)c1ccc(-c2ccc3ncnc(Nc4ccccc4)c3c2)cc1	3%	-28%
COc1ccccc1CNc1ncnc2ccc(-c3cccnc3)cc12	-4%	?
CC(=O)O[C@@H](C)C#C[Si](C)(C)c1ccccc1	0%	?
O=C(c1cnccn1)N1CCC2(CCCN(Cc3nccs3)C2)CC1	11%	4%
CCOC(=O)CCN1C(=O)[C@H]2[C@H]3[C@H](O)[C@H](O)C/C(=N/OC[C@@H](O)COCc4ccco4)[C@H]3CC[C@@H]2C1=O	4%[10 µM]	4%[10 µM]
CCc1cc2c(nc1CC)CCN(CC/C(C)=N/O[C@@H](C)CN1CCCCc3nc(C)c(C)cc31)C2	4%[10 µM]	-1%[10 µM]
